PLK1 PBD inh: blocks phosphopeptide binding to human PLK1 polo-box domain; P53350; Plk1 PBD binding of FITC phosphopeptide, fluorescence polarization; Potency, µM, for inactives: max response, negative = inhibition, most hits filed as inhibitors; 2.8% of 360,000 active; also: potency is read from the fitted curve at half-maximal effect; series mostly up to about 57 µM; % is scaled to controls: 0 for no effect and ±100 for the full control effect; nearly all actives have a fitted effect of over 65% in size
Target sequence (P53350 whole entry, looked up, the tested form may be a part): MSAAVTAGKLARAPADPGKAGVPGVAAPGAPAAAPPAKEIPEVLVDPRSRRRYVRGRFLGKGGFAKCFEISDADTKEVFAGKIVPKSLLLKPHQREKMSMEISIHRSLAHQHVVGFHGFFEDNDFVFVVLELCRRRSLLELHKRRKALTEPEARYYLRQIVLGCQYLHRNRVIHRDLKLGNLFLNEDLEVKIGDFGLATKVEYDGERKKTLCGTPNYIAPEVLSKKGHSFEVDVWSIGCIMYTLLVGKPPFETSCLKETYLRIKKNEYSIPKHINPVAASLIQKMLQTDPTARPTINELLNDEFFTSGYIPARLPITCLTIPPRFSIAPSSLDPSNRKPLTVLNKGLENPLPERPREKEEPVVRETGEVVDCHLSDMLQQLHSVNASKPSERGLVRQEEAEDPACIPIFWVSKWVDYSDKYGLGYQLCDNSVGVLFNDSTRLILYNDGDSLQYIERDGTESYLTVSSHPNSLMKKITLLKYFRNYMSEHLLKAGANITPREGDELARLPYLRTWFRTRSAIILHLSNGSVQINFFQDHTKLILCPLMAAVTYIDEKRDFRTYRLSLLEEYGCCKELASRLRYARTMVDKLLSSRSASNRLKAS
EPAC2 antagonist: blocks human EPAC2 exchange factor; 0.18% of 360,000 active; EPAC2 GEF exchange of Rap1B-BODIPY-GDP, fluorescence; Potency, µM (highest dose often 114 µM), without a hit: top-dose activity, negative = inhibition, actives largely listed as inhibitors; also: potency is read from the fitted curve at half-maximal effect; % is scaled to controls: 0 for no effect and ±100 for the full control effect; nearly all actives have a fitted effect of over 45% in size; many of its hits are not listed in these tables
EPAC1 antag: antagonists of human EPAC1; O95398; Potency, µM (highest dose often 115 µM), for the others: at the highest dose activity change, negative = inhibition, hits mostly inhibitors; EPAC1 GEF assay, Rap1b-BODIPY-GDP exchange fluorescence; 0.14% of 360,000 active;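 also: potency is read from the fitted curve at half-maximal effect; plate controls were vehicle for no effect and positive control for full effect; nearly all actives have a fitted effect of over 50% in size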
EPAC1 agonist: EPAC1 (human) agonism. O95398. EPAC1 agonist qHTS, biochemical assay; response scale: 100% = response to 6.5 mM cAMP. Potency, µM (doses to about 154 µM), without a hit: at the top dose activation, actives largely listed as activators. 0.073% of 360,000 active. AID 720707; also: potency is read from the fitted curve at half-maximal effect; nearly all actives have a fitted effect of over 60% in size
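Compounds were pinned as a concentration titration into mixtures of EPAC1 (100 nM), BODIPY-GDP-loaded Rap1B (250 nM) and GDP (50 uM). After 5 min at room temperature, fluorescence was followed for 30 min; activity was scaled to 6.5 mM cAMP.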
WRN inhibitor: blocks human WRN helicase; 0.46% of 360,000 active; Potency, µM (titrated, usually from 114 µM), without a hit: at the top dose activity change, negative = inhibition, usual class: inhibitors; Q14191; AID 651768; WRN helicase unwinding, fluorescent forked duplex, kinetic; also: potency is read from the fitted curve at half-maximal effect; % is scaled to controls: 0 for no effect and ±100 for the full control effect; nearly all actives have a fitted effect of over 55% in size
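Fluorescence dequenching readout, ex 525 nm/em 598 nm, kinetic mode: forked duplex DNA (100 nM final) with adjacent fluorophore and quencher unwound by WRN (20 nM final) with 2 mM ATP. Compound preincubation 15 min, room temperature.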
PI5P4Ka inh: PI5P4K alpha (human) kinase inhibition | 1.2% of 330,000 active | P48426 | max response, % | PI5P4Kalpha enzyme, ADP-Glo luminescence, 60 min; active compounds read low | AID 652105; active = max response of -50% or lower; inconclusive = between -30% and -50%; inactive = -30% or higher; also: value at the top dose of about 77 µM; % is scaled to controls: 0 for no effect and ±100 for the full control effect
Target sequence (P48426 whole entry, looked up): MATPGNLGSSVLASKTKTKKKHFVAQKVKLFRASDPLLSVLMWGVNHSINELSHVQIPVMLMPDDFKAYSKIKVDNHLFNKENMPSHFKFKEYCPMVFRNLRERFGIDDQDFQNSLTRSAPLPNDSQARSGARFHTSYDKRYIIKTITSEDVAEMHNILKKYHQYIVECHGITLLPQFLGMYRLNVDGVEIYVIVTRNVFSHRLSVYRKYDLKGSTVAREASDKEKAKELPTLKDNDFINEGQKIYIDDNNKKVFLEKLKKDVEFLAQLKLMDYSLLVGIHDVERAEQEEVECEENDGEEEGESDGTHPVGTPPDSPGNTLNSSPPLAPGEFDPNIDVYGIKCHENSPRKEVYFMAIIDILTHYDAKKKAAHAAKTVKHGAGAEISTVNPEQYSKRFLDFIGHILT
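ADP-Glo luminescence end-point after a 60 min room-temperature kinase reaction. PI5P4Kalpha and substrate in HEPES pH 7.4 buffer with EGTA, 0.1% CHAPS and 5% DMSO; ATP at 5 microM final.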
Mm-Cpn inhibitor: blocks the Methanococcus maripaludis chaperonin Mm-Cpn. purified Mm-Cpn ATPase, ADP Transcreener TR-FRET. Potency, µM (doses to about 76.9 µM), for inactives: top-dose activity, negative = inhibition, hits mostly inhibitors. 0.031% of 330,000 active. AID 504842; also: potency is read from the fitted curve at half-maximal effect; % is scaled to controls: 0 for no effect and ±100 for the full control effect; nearly all actives have a fitted effect of over 80% in size
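ATPase turnover read by TR-FRET ADP competition (Eu cryptate antibody/ADP-d2, 665/590 nm): 10uM ATP final, 25nM Mm-CPN final, 30 min 37degC after 10-min compound preincubation, pH 7.4 Tris/KCl/MgCl2/DTT buffer.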
CCT chaperon mod: changes cytosolic chaperonin activity; 0.3% of 360,000 active; activity change, % (no concentration beside the values), hits read low; AID 651819; purified chaperonin ATPase assay, HTRF ADP detection, 30 min; in the data active = activity change below about -30%; also: % is scaled to controls: 0 for no effect and ±100 for the full control effect
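First, chaperonin was dispensed at 40 nM or 20 nM final depending on batch activity. Next, compounds were pinned at 76 uM and ATP added at 10 uM. After 30 min at 37 °C, ADP detection reagents ran 30 min at ambient temperature.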
An asterisk follows results filed as active; ? = inconclusive; nt = no result given; [ ] = another dose, or the depositor's remark. Unless noted, calls follow the shape of the dose curve; as a rule, active = well fitted curve in the direction sought with a large enough effect; inconclusive = small, poorly fitted or top-dose-only effect, or another doubt; inactive = no such curve, though single readings can be large; an effect the other way counts as inactive or inconclusive. An excerpt; rates above refer to the full screens.

Under each structure: PLK1 PBD inh	Mm-Cpn inhibitor	PI5P4Ka inh	EPAC1 antag	CCT chaperon mod	EPAC2 antagonist	WRN inhibitor	EPAC1 agonist
> CN(C(=O)C(C)(C)C)C1c2c(ccc3ccccc23)OCC1CO (stereo not drawn)
  2%	0%	2	-7%	0.3	-10%	0%	1%
> Cc1cc(OCC(=O)N(C)Cc2ccccc2)ccc1Cl
  -4%	-5%	2	-9%	-2.1	-3%	-14%	-7%
> Cc1nnc(SCc2nnc(-c3ccc(Cl)cc3)o2)n1-c1ccccc1
  -15%	-16%	-24	?	-1.2	-2%	-21%	-1%
> CN(c1ccccc1)S(=O)(=O)c1ccc(NC(=S)NC(=O)C2CC2)cc1
  -16%	0%	-5	-6%	1.3	-7%	-2%	21%
> COC(=O)C1(C(=O)OC)C/C=C\CN(S(=O)(=O)c2ccccc2[N+](=O)[O-])CCC1
  3%	nt	-1	-24%	1.3	10%	5%	-3%
> CC(=O)Nc1cc(S(=O)(=O)Nc2ccccc2C)c(C)cc1C
  -7%	-1%	?	-20%	-1.5	-10%	-18%	1%
> Cc1cc(NC(=O)c2cc3nc(C4CC4)cc(C(F)(F)F)n3n2)no1
  -2%	-3%	-24	9%	-1.0	-3%	-5%	8%
> CC(C)(C)[C@H]1COC(=O)[C@H](Cc2ccc(F)cc2)CC/C=C/C[C@@H](CC(=O)N[C@H](CO)Cc2ccccc2)C(=O)N1
  -3%	-2%	-4	-18%	-0.6	-19%	4%	-12%
> O=C(NCCO)C(=O)c1c(-c2ccc(Cl)cc2)cc2ccccn12
  0%	3%	10	4%	-1.5	3%	-8%	3%
> OC(CNc1ccnc2cc(Cl)ccc12)CNC1CCCCC1 (stereo not drawn)
  -8%	nt	-4	3%	-2.1	-1%	-2%	5%
> O=C(Nc1ccc(F)c(Cl)c1)C1Cc2c(-c3ccccc3Oc3ccccc3)ccnc2O1 (stereo not drawn)
  -2%	nt	13	-8%	1.6	1%	-8%	-6%
> CSc1ncccc1C(=O)OCc1ccccc1Cl
  -5%	1%	24	-15%	-1.3	?	1%	16%
> Cc1cc(N)n2ncc(-c3cccc(Br)c3)c2n1
  -8%	-2%	nt	-21%	-2.4	-14%	-16%	23%
> COc1ccc(NC(=O)Nc2ccc3c(c2)C(=O)N([C@H](C)CO)C[C@H](C)[C@@H](CN(C)S(=O)(=O)c2cccs2)O3)cc1
  0%	1%	-6	4%	-1.1	8%	3%	0%
> Nc1nncn1C(=O)CCCOc1ccc(Cl)cc1Cl
  -12%	2%	nt	-1%	0.9	8%	2%	-2%
> O=C(Nc1ccc(N2CCCC2)c(Cl)c1)c1ccco1
  1%	-1%	nt	2%	0.1	-3%	6%	10%
> COCC1CCN(Cc2nc(COc3ccccc3)no2)C1 (stereo not drawn)
  0%	-21%	2	-2%	-1.0	-2%	-3%[57.1 µM]	13%
> CCN(CC)S(=O)(=O)c1ccc(N(C)C)c(NC(=O)CC(NC(C)=O)c2ccccc2)c1 (stereo not drawn)
  2%	?	-1	-20%	3.8	23%	3%[57.1 µM]	-4%
> CCOc1ccc(Nc2cc(C)nc3ccc(C)cc23)cc1
  8%	nt	7	0%	2.1	4%	-10%	-2%
> CC(=O)Nc1ccc(-c2csc(NC(=O)C3=COCCO3)n2)cc1
  -22%	-3%	-6	-3%	3.9	8%	-14%	29%
> COc1ccc(NC(=S)NNC(=O)COc2ccc(Cl)cc2Cl)cc1
  -27%	2%	-5	4%	-4.1	-17%	-22%	6%
> O=C(NC1CCSc2ccccc21)c1cccc(S(=O)(=O)N2CCOCC2)c1 (stereo not drawn)
  -11%	2%	2	-15%	-1.1	1%	-1%	15%
> CC(=O)C1=C(O)CC(c2ccccc2)CC1=NCCc1ccccc1 (stereo not drawn)
  -5%	0%	4	-6%	1.1	-23%	2%	3%
> CCOC(=O)C1(C)CCCN1C(=O)c1ccc(OC)c(F)c1 (stereo not drawn)
  -3%	nt	-2	-14%	1.7	-6%	3%	7%
> CC1(C)CC2(CCO1)N1CC3(C)CN2CC(C)(C1)C3O (stereo not drawn)
  -7%	0%	-4	-4%	-1.8	-1%	14%[57.1 µM]	3%
> Cc1c(Cl)cccc1NC(=O)c1ccco1
  -10%	0%	1	1%	-6.3	-3%	-27%	11%
> CCOC(=O)N1CCN(C(=O)C[C@@H]2C[C@@]3(C(=O)OCC)CCCC=C3N(Cc3ccco3)C2=O)CC1
  -16%	nt	0	-18%	0.8	1%	-3%	7%
> CC(C)CN(C(=O)CN1CCOCC1)c1c(N)n(CC(C)C)c(=O)[nH]c1=O
  -8%	-1%	8	6%	0.2	-1%	2%	6%
> CCCCCCc1nc2ccccc2c(=O)n1NC(=O)c1c(O)c2c(n(CC(C)C)c1=O)CCCC2
  0%	0%	-1	1%	-1.5	0%	-9%	-5%
> CCOc1ccsc1C(=O)NNC(=O)c1ccco1
  -11%	-16%	-3	0%	-0.8	1%	4%	7%
> Cc1ccc(C)c(N2CCN(S(=O)(=O)c3ccc4c(c3)NC(=O)CS4)CC2)c1
  -6%	1%	1	-28%	-1.8	-12%	-11%	10%
> CCc1ccc(OCC(=O)NC2CCCCC2)c(Br)c1
  -13%	1%	17	?	-2.0	?	0%	-2%
> CC(C)N(C(=O)C[n+]1ccc(/C=N/O)cc1)C(C)C
  -14%	-1%	9	-10%	-1.3	4%	-1%	-1%
> O=C1CC[C@@H]2CC3(C[C@@H]4CCN1[C@H]24)Nc1ccccc1NC3=NC1CCCCC1 (stereo partly drawn)
  -12%	nt	0	0%	1.8	6%	4%	-13%
> CCN(CC(=O)Nc1c(F)cccc1F)C(=O)/C=C/c1ccc(OCC#N)c(OC)c1
  2%	1%	-2	13%	-1.1	3%	-4%	6%
> CC(C)Cn1nc(NC(=O)C2CCCO2)c2cc3ccccc3nc21 (stereo not drawn)
  30µM*	-7%	4	-3%	-1.3	3%	4%	-11%
> CC1CCc2nc(NC(=O)C3COc4ccccc4O3)sc2C1 (stereo not drawn)
  5%	2%	-5	-3%	-1.8	7%	6%	5%
> O=C(O)c1ccc(Nc2cnc3ccccc3n2)cc1
  -18%	-3%	?	15%	-1.1	7%	-4%	1%
> Cc1cc(-c2[nH]nc3c2C(c2ccc(Cl)cc2)C(C#N)=C(N)O3)c(C)s1 (stereo not drawn)
  -11%	1%	8	-22%	1.4	-6%	-15%	0%
> Cc1ccc(C(=O)O/N=C(\N)c2ccccc2)c(Cl)c1
  3%	0%	-16	20%	-8.1	3%	-14%	0%
> CN(C)c1ccc(NC(=O)c2ccc3c(c2)nnn3C)cc1
  0%	-14%	2	-6%	-2.9	-3%[57.1 µM]	-3%	-4%
> CCOC(=O)C1(Cc2cccc(Cl)c2)CCCN(C(=O)c2cccc(C)n2)C1 (stereo not drawn)
  -8%	1%	6	-3%	-2.1	0%	5%	0%
> CC(C)(CC1(C)NC(=O)NC1=O)OCc1ccccc1 (stereo not drawn)
  2%	nt	8	-17%	-1.2	7%	3%	-6%
> C[C@@H]1CN([C@@H](C)CO)C(=O)CCCn2nncc2CO[C@@H]1CN(C)S(=O)(=O)c1ccc(Oc2ccccc2)cc1
  -12%	nt	1	11%	-0.1	-8%	-1%	5%
> O=C(NCC(=O)N(CC1CCCO1)C(C(=O)NC1CCCC1)c1cccnc1)c1ccco1 (stereo not drawn)
  3%	1%	-3	12%	2.2	1%	-4%	-4%
> N#C/C(=C(/O)c1ccc(-c2cccc([N+](=O)[O-])c2)o1)c1nc2ccccc2s1
  21µM*	-9%	-53*	-28%	1.7	-20%	-31%[57.1 µM]	-7%
> O=C(CCc1nnc(CCC2CCCCC2)o1)NCc1ccon1
  -14%	0%	1	-18%	-1.5	1%	-8%	-7%
> CC1=C(C#N)C(c2ccoc2)C(C(=O)OCc2ccccc2)=C(N)S1 (stereo not drawn)
  -14%	-1%	-9	-28%	-1.9	-19%	-23%	?
> Cc1ccc(NC(=O)Nc2ccccc2C(N)=O)cc1
  3%	-1%	-3	-12%	0.7	5%	-13%	5%
> CS(=O)(=O)N(CC(N)=O)c1cccc(Br)c1
  -3%	0%	5	8%	-4.7	0%[57.1 µM]	1%	-9%

Next records follow.
Under each structure: PLK1 PBD inh	Mm-Cpn inhibitor	PI5P4Ka inh	EPAC1 antag	CCT chaperon mod	EPAC2 antagonist	WRN inhibitor	EPAC1 agonist
> O=C1c2ccccc2C(=O)N1CCCCN(C(=O)c1cc([N+](=O)[O-])cc([N+](=O)[O-])c1)c1ccc(Cl)cc1
  -10%	-22%	5	-16%	-1.4	-8%	-1%	11%
> Cc1cc(C)c2cc(CN(Cc3cccs3)Cc3nnnn3CC3CCCO3)c(=O)[nH]c2c1 (stereo not drawn)
  -3%	1%	nt	2%	1.3	-5%	0%	5%
> OCC[C@H]1C[C@H](O)[C@@H](O)[C@@]2(Cc3ccccc3O2)O1
  -6%	-2%	3	-6%	-4.0	6%	-5%	-12%
> CCOC(=O)c1[nH]ncc1CN1CCCC(C(=O)c2ccc(SC)cc2)C1 (stereo not drawn)
  -20%	-1%	0	-14%	-2.8	-1%	-4%	4%
> Cc1c(C(c2ccc(F)cc2)c2c(C)n(C)n(-c3ccccc3)c2=O)c(=O)n(-c2ccccc2)n1C
  ?	0%	-5	2%	2.2	-8%	4%	-5%
> Cc1nnsc1S(=O)c1ccc(F)cc1 (stereo not drawn)
  -14%	3%	2	1%	-5.0	3%	3%	9%
> CCOC(=O)c1ccc(NC(=O)C(=O)NCC2CCCO2)cc1 (stereo not drawn)
  -7%	2%	2	-19%	0.4	-6%	-7%	6%
> CCn1c(SCC(=O)NC2CCCCC2)nnc1-c1cccs1
  -6%	2%	nt	3%	-2.5	4%	2%	-3%
> COc1cccc(CNC(=O)CSc2ccc(-c3ccco3)nn2)c1
  -6%	-2%	-18	0%	-4.4	-15%	-6%	2%
> Cc1cc2oc(=O)cc(C)c2cc1NC(=O)CCC(=O)O
  -1%	0%	nt	5%	-0.5	11%	0%	-2%
> Cc1cc(=O)oc2cc(OCC(=O)Nc3nnc(CC(C)C)s3)ccc12
  -8%	0%	1	2%	-0.7	3%	-3%	3%

PI5P4Ka inh, entries above that show a hit
Under each structure: PLK1 PBD inh	Mm-Cpn inhibitor	PI5P4Ka inh	EPAC1 antag	CCT chaperon mod	EPAC2 antagonist	WRN inhibitor	EPAC1 agonist
> N#C/C(=C(/O)c1ccc(-c2cccc([N+](=O)[O-])c2)o1)c1nc2ccccc2s1
  21µM*	-9%	-53*	-28%	1.7	-20%	-31%[57.1 µM]	-7%

High-throughput results as filed in PubChem BioAssay.
